Compound activity from PubChem BioAssay.
CHOP UPR activ: activators of apoptotic arm of unfolded protein response (CHOP); CHO-CHOP luciferase reporter, UPR activation, luminescence; percent of tunicamycin response over DMSO baseline; activation, % at 10 µM; 330,000 compounds, 0.34% hits; AID 449763;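 active = at 10 µM dose, activation of 40% or more, normalized to positive control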;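 note: 100% = tunicamycin at 10 µg/mL and 0% = DMSO alone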
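Material: CHO-CHOP cells, stable luciferase reporter of PERK-eIF2a-CHOP signalling; quantity: 500 reporter cells seeded per well; buffer or medium: F12 medium containing 10% fetal bovine serum; compound: one dose, 10 µM in 0.5% DMSO; incubation: 6 h compound treatment, 37 °C; measured by: Steady-Glo luciferase luminescence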
697 NFkB inh: lowers PMA/ionomycin-induced NF-kB signal in 697 B cells. 697 B-cell NF-kB luciferase reporter, 16 h. inhibition, % at 4 µM. 330,000 compounds, 0.33% hits. AID 435022; in the data active = inhibition above about 35%
tim23-1 inh: growth inhibitors of tim23-1 mutant yeast. S. cerevisiae tim23-1 growth, BacTiter-Glo luminescence, 24 h. inhibition, % at 20 µM. 330,000 compounds, 1.3% hits. AID 463212;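 active = growth inhibition of the mutant yeast at or above 50%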;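 note: temperature-sensitive mutant grown at 25 °C; plate controls were DMSO-treated mutant yeast for no effect and medium wells lacking yeast for full effect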
Mdm2-MdmX inh: disrupts the human Mdm2-MdmX interaction; O15151+Q00987; SaOS-2 split-luciferase Mdm2/MdmX complementation, luminescence; inhibition, % at 8 µM; 330,000 compounds, 3% hits; AID 485346;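 active = inhibition of at least 50% at 8 µM in the primary screen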
Target sequence (O15151 whole entry, looked up): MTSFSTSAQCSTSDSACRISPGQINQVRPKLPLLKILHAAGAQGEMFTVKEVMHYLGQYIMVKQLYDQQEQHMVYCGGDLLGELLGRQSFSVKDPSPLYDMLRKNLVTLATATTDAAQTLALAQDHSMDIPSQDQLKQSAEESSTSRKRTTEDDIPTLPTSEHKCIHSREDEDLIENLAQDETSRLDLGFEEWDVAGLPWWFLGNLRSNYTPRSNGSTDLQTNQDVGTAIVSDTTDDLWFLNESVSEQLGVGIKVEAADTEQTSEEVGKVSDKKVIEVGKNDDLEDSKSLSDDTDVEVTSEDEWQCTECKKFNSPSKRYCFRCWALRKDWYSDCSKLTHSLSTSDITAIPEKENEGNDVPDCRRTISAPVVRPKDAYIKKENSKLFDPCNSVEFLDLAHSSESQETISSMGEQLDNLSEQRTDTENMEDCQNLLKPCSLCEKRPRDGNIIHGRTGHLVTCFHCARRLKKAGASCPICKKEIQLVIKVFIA
Target sequence (Q00987 whole entry, looked up): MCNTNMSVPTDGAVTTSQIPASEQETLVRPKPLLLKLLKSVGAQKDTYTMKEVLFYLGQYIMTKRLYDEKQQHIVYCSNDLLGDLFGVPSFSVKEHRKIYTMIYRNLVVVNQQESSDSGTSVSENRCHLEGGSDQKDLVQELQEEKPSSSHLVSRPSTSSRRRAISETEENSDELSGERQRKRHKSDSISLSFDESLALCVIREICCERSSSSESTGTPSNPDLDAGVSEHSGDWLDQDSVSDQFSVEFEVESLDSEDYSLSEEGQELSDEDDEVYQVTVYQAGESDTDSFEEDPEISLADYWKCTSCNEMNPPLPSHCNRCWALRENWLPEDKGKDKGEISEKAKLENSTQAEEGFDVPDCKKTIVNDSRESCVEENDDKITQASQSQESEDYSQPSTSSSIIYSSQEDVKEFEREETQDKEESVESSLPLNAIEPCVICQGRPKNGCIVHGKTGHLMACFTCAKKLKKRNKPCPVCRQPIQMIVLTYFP
Jurkat NFkB inh: lowers PMA/ionomycin-induced NF-kB signal in Jurkat cells | PMA/ionomycin-induced NF-kB luciferase reporter, luminescence | inhibition, % at 4 µM | 330,000 compounds, 0.53% hits | AID 435003; in the data active = inhibition above about 50%
APJ antag: APJ receptor antagonism; CHO-K1 APJ beta-arrestin complementation, luminescence; inhibition, % at 20 µM; 330,000 compounds, 0.32% hits;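 active = inhibition above about 40% at 20 µM, limit read from the data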;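 note: cells challenged with 10 nM apelin-13 agonist together with compound; plate controls were apelin-13 plus DMSO wells for no effect and DMSO wells lacking apelin-13 for full effect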
XBP1 UPR activ: activators of adaptive arm of unfolded protein response (XBP1). CHO-XBP1 luciferase reporter, IRE1-XBP1 UPR activation, luminescence; percent of tunicamycin response, DMSO as zero. activation, % at 20 µM. 330,000 compounds, 0.33% hits. AID 463104;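 active = versus positive control, 20 µM dose yields 30% or more activation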;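 note: 100% = tunicamycin at 10 µg/mL and 0% = DMSO only wells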
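Test system: CHO-XBP1 luciferase reporter cells | Buffer or medium: Serum-containing F12 medium, 10% FBS | Schedule: 6 h compound exposure at 37 °C, 5% CO2 | Detection: Steady-Glo luciferase glow luminescence, 10 min after reagent addition | Read-out basis: Activation, % of tunicamycin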
APJ ag: activates the human apelin receptor APJ; activation, % at 20 µM; 330,000 compounds, 0.11% hits; CHO-K1 APJ PathHunter beta-arrestin, luminescence; 0% DMSO wells, 100% apelin; AID 2520;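 active = activation more than six SD over the plate average, tested at 20 µM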;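 note: 0% = DMSO alone and 100% = apelin-13 at 10 nM; some results filed as inactive read as strong as hits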
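assay system = CHO-K1 APJ beta-arrestin complementation cell line | input = cell density 1000 per well | dosing = compound 20 µM once, DMSO 1% | timing = compound 90 min 25 °C, reagent 1 h | measured by = luminescence from split beta-galactosidase complementation, Galacton Star/Emerald II substrate | read-out basis = APJ agonist activity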
* marks the source's active call; other numbers are inactive results. Rows were taken by chance; any-hit rate near 5%.

Preview:
SMILES	CHOP UPR activ	697 NFkB inh	tim23-1 inh	Mdm2-MdmX inh	Jurkat NFkB inh	APJ antag	XBP1 UPR activ	APJ ag
CS(=O)(=O)c1ccc2nc(NC(=O)CCNC(=O)c3ccc([N+](=O)[O-])cc3)sc2c1	-1.7	-7.6	-8.3	9.1	-19.1	0.1	2.1	12.8
CC(=O)c1ccc(OCC(=O)NCC2(N3CCCCC3)CCCCC2)cc1	-0.4	5.6	12.8	-23.6	-3.3	-17.7	-0.3	-2.5

The listing, from the first entry:
SMILES	CHOP UPR activ	697 NFkB inh	tim23-1 inh	Mdm2-MdmX inh	Jurkat NFkB inh	APJ antag	XBP1 UPR activ	APJ ag
CS(=O)(=O)c1ccc2nc(NC(=O)CCNC(=O)c3ccc([N+](=O)[O-])cc3)sc2c1	-1.7	-7.6	-8.3	9.1	-19.1	0.1	2.1	12.8
CC(=O)c1ccc(OCC(=O)NCC2(N3CCCCC3)CCCCC2)cc1	-0.4	5.6	12.8	-23.6	-3.3	-17.7	-0.3	-2.5
CCOC(=O)N1[C@@H]2C=C(C)[C@@H]2[C@@H]2[C@@H](C)C(=O)N21	1.6	1.5	-3.9	-22.9	-9.3	-0.8	-2.6	-2.7
CCOC(=O)N1CCN(C(=O)C(NC(=O)c2ccco2)C(C)C)CC1 (configuration not stated)	0.9	-6.0	3.6	-9.0	-3.5	17.3	-2.3	-0.4
CCn1c(SCC(=O)NC2CCCCC2)nc2ccccc2c1=O	2.2	20.8	-13.2	24.3	8.8	5.1	-4.1	-3.1
CCOc1ccc(C(C)=O)cc1COC(=O)c1cc([N+](=O)[O-])ccc1N1CCOCC1	0.5	-6.6	13.5	16.3	6.1	10.9	1.3	-4.3
CCOC(=O)/C(N=Nc1cc(C(=O)O)cc(C(=O)O)c1)=C(\O)CCl	0.5	13.6	6.8	-11.4	-3.5	8.5	-0.8	-0.5
O=C(NNC(=S)Nc1ccccc1)C1CCCCC1	0.8	-3.9	4.6	-0.4	3.7	8.3	-0.3	-1.1
O=C(COC(=O)c1cccc(Cl)c1Cl)NC1CCCC1	3.0	-4.8	15.7	-2.7	-3.0	1.3	-3.2	-2.0
CCCOc1ccc(N)cc1N	16.7	-14.1	56.5*	18.4	-9.9	-1.0	-10.1	9.5
O=C(Nc1cccc2ccccc12)N1CCCN(c2c(Cl)cncc2Cl)CC1	-1.1	-10.2	28.5	20.0	-1.8	-14.6	-4.5	-2.3
O=C(Nc1ccc(F)cc1)c1cc(S(=O)(=O)N2CCCCC2)cs1	2.6	4.1	0.0	23.0	23.1	11.9	-4.0	-2.3
CC(C)C(=O)N/N=C/c1ccc(OCc2ccccc2)cc1	-0.3	3.3	23.8	7.4	-5.4	3.0	-3.1	0.7
O=C(C1=C(O)C(=O)N(Cc2cccnc2)C1c1cccc(Oc2ccccc2)c1)c1ccco1 (configuration not stated)	-0.7	5.3	11.1	9.4	-0.6	4.5	-1.1	0.0
Cc1ccc(CNC(=S)N(C)C)cc1	-0.9	8.8	9.0	11.4	-1.1	-5.1	-1.6	-2.2
CC(NC(=O)COC(=O)Cc1ccc(Cl)cc1)c1ccccc1 (configuration not stated)	0.4	-13.2	26.2	0.5	0.6	7.7	-2.9	-5.3
CC(=O)C1=C(O)CC(C)(C)CC1=NCc1nc2ccccc2[nH]1	0.3	1.7	0.3	7.4	0.8	8.5	-2.3	-0.2
O=C(CC12CC3CC(CC(C3)C1)C2)NC1CC1	0.2	0.6	0.8	-6.0	-3.2	2.5	-3.0	-2.2
CCCCC[n+]1ccn(C2=C([O-])c3ccccc3C(=O)/C2=N\S(=O)(=O)c2ccc(Cl)cc2)c1	6.2	11.8	11.6	30.8	10.1	-28.6	1.2	6.7
CCCC(O)(c1ccc(Cl)cc1)C(CN1CCOCC1)c1ccccc1 (configuration not stated)	0.0	-13.6	31.6	2.4	-12.4	3.8	0.2	-5.0
Cn1c(-c2ccccc2)c(C#Cc2ccc(N)cc2)c2ccccc21	0.4	3.6	26.2	17.4	-4.5	-7.0	1.2	-2.0
COc1ccc(NC(=O)CS(=O)c2ccccc2Cl)cc1 (configuration not stated)	1.2	5.6	12.3	2.6	-12.2	17.0	-3.2	12.9
CCC(C)[C@H](NC(=O)Nc1cccc(OC)c1)C(=O)OC (some centres not stated)	0.3	9.1	6.9	-1.5	9.5	12.5	2.7	1.0
CNC(=O)C(C)c1ncc(C(F)(F)F)cc1Cl (configuration not stated)	0.0	-8.3	13.3	10.2	-2.1	2.1	0.9	-0.1
O=C(COC(=O)c1ccc(Br)cc1)Nc1cccnc1Cl	-0.7	9.3	17.7	1.6	-0.7	-3.0	0.7	-3.4
CCCC1(C(=O)OCC)NC(c2cc(OC)c(OC)c(OC)c2)C2C(=O)N(CC)C(=O)C21 (configuration not stated)	-1.1	0.1	11.4	17.8	-2.9	6.4	-0.7	-1.8
Cc1ccc(NCc2cccnc2)c(Br)c1	3.0	1.0	6.5	-19.0	-8.1	5.3	0.1	-4.0
C/C=C/C=C/C(=O)[C@@H]1[C@@H]([C@]2(C)OC(=O)C(C)=C2O)[C@H]2/C(=C(O)/C=C/C=C/C)C(=O)[C@]1(C)C(=O)C2(C)O (some centres not stated)	3.3	-18.4	13.4	-10.0	-4.4	-4.2	-1.1	-2.9
COc1ccc(CNC(=O)Nc2cccs2)cc1OC	0.7	1.7	14.0	10.2	-8.9	-15.6	-4.3	1.6
CC(C)C[C@@H](CSc1ccccc1)N1CCN(CCc2ccccc2)CCC1=O	2.3	9.2	19.4	8.2	-0.2	20.7	4.2	-3.0

Of the compounds above, these have a nitro group on carbon:
SMILES	CHOP UPR activ	697 NFkB inh	tim23-1 inh	Mdm2-MdmX inh	Jurkat NFkB inh	APJ antag	XBP1 UPR activ	APJ ag
CS(=O)(=O)c1ccc2nc(NC(=O)CCNC(=O)c3ccc([N+](=O)[O-])cc3)sc2c1	-1.7	-7.6	-8.3	9.1	-19.1	0.1	2.1	12.8
CCOc1ccc(C(C)=O)cc1COC(=O)c1cc([N+](=O)[O-])ccc1N1CCOCC1	0.5	-6.6	13.5	16.3	6.1	10.9	1.3	-4.3

Rewritten as labelled records: entries from further up
CNC(=O)C(C)c1ncc(C(F)(F)F)cc1Cl (configuration not stated)
- CHOP UPR activ = 0.0
- 697 NFkB inh = -8.3
- tim23-1 inh = 13.3
- Mdm2-MdmX inh = 10.2
- Jurkat NFkB inh = -2.1
- APJ antag = 2.1
- XBP1 UPR activ = 0.9
- APJ ag = -0.1

O=C(COC(=O)c1ccc(Br)cc1)Nc1cccnc1Cl
- CHOP UPR activ = -0.7
- 697 NFkB inh = 9.3
- tim23-1 inh = 17.7
- Mdm2-MdmX inh = 1.6
- Jurkat NFkB inh = -0.7
- APJ antag = -3.0
- XBP1 UPR activ = 0.7
- APJ ag = -3.4

Other structures
SMILES	CHOP UPR activ	697 NFkB inh	tim23-1 inh	Mdm2-MdmX inh	Jurkat NFkB inh	APJ antag	XBP1 UPR activ	APJ ag
Cc1ccc(-c2nc(SCC(=O)Nc3cc(S(=O)(=O)N4CCCCC4)ccc3Cl)n[nH]2)cc1	2.8	2.6	23.9	22.4	14.2	-2.3	-0.5	-0.4
COC(=O)c1ccccc1NC(=O)c1cn(-c2ccc(C)c(C)c2)c(=O)c2ccccc12	1.9	-8.0	11.0	32.4	2.4	10.2	-1.2	0.6
CCOC(=O)C1=C(C)OC(N)=C(C#N)C1c1ccc(OC)c(CSc2ccccn2)c1 (configuration not stated)	0.2	2.8	39.4	12.6	5.7	-5.4	-0.4	-2.2
Nc1ccccc1C(=O)N/N=C1/C2CN3CCN(C2)CC1(Cc1ccccc1)C3	0.8	7.2	23.4	4.9	-9.1	-11.3	-4.5	-1.0
CN1CCC(=NNC(=O)C(=O)Nc2ccc(F)cc2)CC1	2.7	-25.5	5.4	-42.1	-32.4	8.2	-3.6	-2.2
Cc1cc(C)nc(N/N=C/C2=C(N3CCOCC3)C(=C\c3ccc(Cl)cc3)/CC2)n1	1.2	5.2	45.9	-20.5	8.5	20.9	-1.5	-2.7
CC(=O)N1CCN(S(=O)(=O)c2cccc(C(=O)Nc3nc4c(s3)CCCC4)c2)CC1	0.4	3.9	11.8	12.0	29.5	23.9	0.7	-0.6
CN1/C(=C\C(=O)CSc2cccc[n+]2[O-])C(C)(C)c2ccccc21	2.2	-1.6	65.2*	8.3	-23.0	33.3	10.8	-2.1
CCN1C(=O)N(CC)C2NC(=S)NC21 (configuration not stated)	0.8	-15.8	23.7	-8.5	-2.6	-10.1	-2.2	1.0
Cc1ccc(OCC(=O)OCC(=O)N2c3ccccc3CC2C)cc1C (configuration not stated)	1.0	17.8	15.0	14.4	5.3	1.6	-1.7	-1.7

Compound profiles, as listed above.
Record of Nc1ccccc1C(=O)N/N=C1/C2CN3CCN(C2)CC1(Cc1ccccc1)C3 = CHOP UPR activ: 0.8; 697 NFkB inh: 7.2; tim23-1 inh: 23.4; Mdm2-MdmX inh: 4.9; Jurkat NFkB inh: -9.1; APJ antag: -11.3; XBP1 UPR activ: -4.5; APJ ag: -1.0
Record of COC(=O)c1ccccc1NC(=O)c1cn(-c2ccc(C)c(C)c2)c(=O)c2ccccc12 = CHOP UPR activ: 1.9; 697 NFkB inh: -8.0; tim23-1 inh: 11.0; Mdm2-MdmX inh: 32.4; Jurkat NFkB inh: 2.4; APJ antag: 10.2; XBP1 UPR activ: -1.2; APJ ag: 0.6

New compounds follow
SMILES	CHOP UPR activ	697 NFkB inh	tim23-1 inh	Mdm2-MdmX inh	Jurkat NFkB inh	APJ antag	XBP1 UPR activ	APJ ag
CSC1=NCCN1S(=O)(=O)c1ccc(NC(C)=O)cc1	-1.5	2.8	17.6	-3.2	9.7	5.6	0.0	-3.8
CCOC(=O)c1c(C)nn(-c2ccc(NC(=O)c3cccs3)cc2)c1C	-1.2	-4.1	31.9	28.3	-5.6	-8.6	-3.3	-2.4
COc1ccc(CC(=O)Nc2c3c(nn2-c2cccc(C)c2C)CS(=O)C3)cc1 (configuration not stated)	2.2	8.6	8.1	-6.6	-0.8	17.3	-3.4	4.8
Cc1cccn2c(=O)c3cc(C(=O)NC4CCCCC4)c(=N)n(CCN4CCOCC4)c3nc12	1.0	53.5*	-0.7	9.6	11.7	-15.7	0.9	-8.3
CCn1nc(C(=O)OCC(=O)NCC(C)C)c2ccccc2c1=O	1.8	11.8	1.2	-6.1	-2.3	3.2	-2.5	-1.9
CCCCOc1cccc(C(=O)Nc2ccccc2N2CCCC2)c1	1.1	5.0	14.1	5.9	-2.3	-16.8	-2.5	-3.9
CCOC(=O)CSc1nnc(CNC(=O)c2cc(OC)c(OC)c(OC)c2)n1C	-0.5	25.4	-16.5	14.1	6.9	5.0	0.7	-3.0
Cc1ccc(S(=O)(=O)C(CCC(=O)c2ccc(Cl)cc2)C(N)=O)cc1 (configuration not stated)	-1.2	-24.5	-6.6	-18.1	-13.1	-3.4	0.7	-2.3
CC(OC(=O)c1cnc2ccccc2n1)c1ccccc1Cl (configuration not stated)	6.2	0.0	21.8	5.9	-18.0	-20.5	6.8	-0.8
CCN(CC)c1cc(C(F)(F)F)nc(-c2ccccn2)n1	0.3	14.7	39.0	23.7	-4.8	13.1	-1.1	-3.4
